From PubChem
AmpC no deterg: inhibitors of E. coli AmpC beta-lactamase without detergent | P00811 | AmpC nitrocefin hydrolysis, absorbance 480 nm, 0.0001% Triton | Potency, µM (series often up to 57.1 µM), inactives show at the top dose activity change, negative = inhibition, actives largely listed as inhibitors | 330,000 tested, 0.52% active;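 also: potency is read from the fitted curve at half-maximal effect; plate controls were no compound for no effect and no enzyme for full effect; nearly all actives have a fitted effect of over 20% in size; some results filed as inactive show a strong effect at the top dose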
Target sequence (P00811 whole entry, looked up): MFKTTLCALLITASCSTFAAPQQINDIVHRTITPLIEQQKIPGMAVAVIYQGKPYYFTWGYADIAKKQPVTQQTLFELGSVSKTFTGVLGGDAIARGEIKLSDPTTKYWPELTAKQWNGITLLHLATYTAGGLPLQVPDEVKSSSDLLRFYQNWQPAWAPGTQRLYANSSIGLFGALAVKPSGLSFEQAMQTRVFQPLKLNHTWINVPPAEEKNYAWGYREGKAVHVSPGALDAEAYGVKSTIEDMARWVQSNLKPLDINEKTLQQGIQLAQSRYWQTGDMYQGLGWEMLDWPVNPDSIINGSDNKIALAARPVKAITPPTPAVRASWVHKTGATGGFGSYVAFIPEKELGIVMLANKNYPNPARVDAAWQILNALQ
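AmpC (5.3 nM in the dispensed reagent) in 20 mM phosphate pH 7.0 with 0.01% (detergent screen) or 0.0001% Triton X-100 was preincubated with compounds for 15 min at room temperature. Nitrocefin was then added from an 800 uM solution, and hydrolysis was followed at 480 nm.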
Shiga toxin inh: inhibitors of Shiga toxin in Vero cells. Vero cells, Shiga toxin protein synthesis inhibition reporter. inhibition, % at 38.7 µM. 290,000 tested, 9.2% active. AID 2315; in the data active = inhibition mostly above about 28%, no sharp cut-off; inactive = mostly below about 43%; also: 0% is about no effect
Pf growth 48h: inhibits P. falciparum growth in the first generation, 48 h; 310,000 tested, 5.9% active; P. falciparum luciferase growth in erythrocytes, 48 h; Potency, µM (series often up to 28.7 µM), inactives show top-dose activity change, negative = inhibition, usual class: inhibitors; AID 504832; also: potency is read from the fitted curve at half-maximal effect; % is scaled to controls: 0 for no effect and ±100 for the full control effect
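Luminescence readout; reporter = integrated firefly luciferase in P. falciparum. RBC culture at 2% hematocrit, 0.1% parasitemia final, 37 C/5% CO2; decreased signal taken as growth inhibition.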
LmPK inhibitor: inhibitors of Leishmania mexicana pyruvate kinase. Q27686. Potency, µM (series often up to 57.5 µM), without a hit: at the top dose activity change, negative = inhibition, hits mostly inhibitors. 290,000 tested, 0.37% active. purified LmPK, Kinase-Glo ATP luminescence, 1 h; also: potency is read from the fitted curve at half-maximal effect; % is scaled to controls: 0 for no effect and ±100 for the full control effect
Target sequence (Q27686 whole entry, looked up): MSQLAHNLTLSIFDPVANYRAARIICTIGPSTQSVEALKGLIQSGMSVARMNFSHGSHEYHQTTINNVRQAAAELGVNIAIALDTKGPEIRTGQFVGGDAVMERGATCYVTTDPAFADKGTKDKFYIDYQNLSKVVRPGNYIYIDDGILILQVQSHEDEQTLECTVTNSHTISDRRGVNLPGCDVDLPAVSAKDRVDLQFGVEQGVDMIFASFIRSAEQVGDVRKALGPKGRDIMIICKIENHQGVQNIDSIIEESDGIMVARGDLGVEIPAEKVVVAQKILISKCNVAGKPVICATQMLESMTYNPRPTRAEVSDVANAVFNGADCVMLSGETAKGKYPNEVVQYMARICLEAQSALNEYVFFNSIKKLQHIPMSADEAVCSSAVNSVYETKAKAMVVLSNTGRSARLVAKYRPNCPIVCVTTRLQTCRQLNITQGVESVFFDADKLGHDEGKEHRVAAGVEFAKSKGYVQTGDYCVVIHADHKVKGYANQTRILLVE
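In 50 mM imidazole pH 7.2 with 7 mM MgCl2, LmPK (0.1 nM) turned over PEP (0.5 mM) and ADP (0.1 mM) for 1 h at room temperature. Luciferase read-out of ATP.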
Pf growth 96h: inhibits malaria parasite growth, 96 h. 320,000 tested, 6.9% active. P. falciparum luciferase reporter growth, 96 h. AID 504834. Potency, µM (top dose mostly 28.7 µM), for the others: at the top dose activity change, negative = inhibition, hits mostly inhibitors; also: potency is read from the fitted curve at half-maximal effect; % is scaled to controls: 0 for no effect and ±100 for the full control effect
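Two parasite generations (96 h, 37 C, 5% CO2) of compound exposure in infected erythrocytes (0.05% parasitemia, 2% hematocrit). Luciferase-reporter P. falciparum; decreased luminescence indicates inhibited growth, aimed at apicoplast-acting delayed death.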
CHX counter: counter-screen hit for Shiga toxin inhibitors, cycloheximide; cell reporter, cycloheximide protein synthesis inhibition counterscreen; max response, %; 300,000 tested, 12% active; AID 2314; in the data active = max response mostly above about 13%, no sharp cut-off; inactive = mostly below about 14%; also: read at 38.3 µM for the half of the compounds with a filed dose; 0% is about no effect
Tb PYK inh: blocks Trypanosoma brucei pyruvate kinase; Q57TT1; TbPYK enzyme, Kinase-Glo Plus ATP luminescence, 45 min; Potency, µM (series often up to 76.8 µM), for the others: at the highest dose activity, negative = inhibition, actives largely listed as inhibitors; 410,000 tested, 0.12% active; also: potency is read from the fitted curve at half-maximal effect; % is scaled to controls: 0 for no effect and ±100 for the full control effect; nearly all actives have a fitted effect of over 50% in size
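Assay buffer: 50 mM TEA pH 7.2, 100 mM KCl, 10 mM MgCl2, 0.05% BSA, 0.01% Tween-20. Pyruvate kinase from T. brucei plus substrate met compound, then ADP (130 uM final). Luminescence was read post 45 min RT.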
* marks the source's active call; other numbers are inactive results; ? = inconclusive; . = not tested or not shown; & = joins results of further samples; ! = not confirmed by another sample; [ ] = remark or other dose. Unless noted, calls follow the shape of the dose curve; as a rule, active = well fitted curve in the direction sought with a large enough effect; inconclusive = small, poorly fitted or top-dose-only effect, or another doubt; inactive = no such curve, though single readings can be large; an effect the other way counts as inactive or inconclusive. The order is random; about 22% have a hit in one of these screens.

compound	AmpC no deterg	Shiga toxin inh	Pf growth 48h	LmPK inhibitor	Pf growth 96h	CHX counter	Tb PYK inh
O=C(NCCN1C(=O)S/C(=C/c2ccccc2)C1=O)C1CC(=O)N(Cc2ccccc2)C1 (stereo not given)	191.6%[activator]	.	?	.	-22.2%	.	-5.6%
O=S(=O)(c1ccccc1)N1N=C(c2cccs2)CC1c1ccc(F)cc1 (stereo not given)	-33.4%	36.8	?	0.6%	9.28µM*	4.5	-10.0%
COc1ccc(OC)c(Nc2ccc(C(=O)O)cc2[N+](=O)[O-])c1	-13.1%	-10.6	8.6%	0.1%	?	-4.4	-6.3%
Cc1ccc(CN2CC(C(=O)Nc3cc(C)ccn3)CC2=O)cc1 (stereo not given)	-11.0%	.	86.3%[activator]	.	137.2%[activator]	.	3.5%
CC(C)(C)Cc1nc(-c2ccc(Cl)cc2)no1	-14.2%	-2.4	.	-9.8%	36.9%[activator]	16.4	-2.7%
COC(=O)C(CCSC)NC(=O)Cn1ncc2c(=O)oc3ccc(C)cc3c21 (stereo not given)	-1.3%	-1.8	24.3%	3.6%	14.7µM*	-2.1	1.3%
COc1cc(/C=C(/C#N)C(=O)Nc2ccc(Cl)cc2)ccc1Oc1nc(Cl)ncc1F	-40.6%	0.7	-0.1%	4.4%	-5.3%	4.9	7.9%
COC(=O)N1[C@H](Cc2ccccc2)C=C[C@]1(C)C(=O)NCc1ccccn1	-42.1%	-5.1	29.4%	-1.5%	-9.0%	-0.1	-0.6%
O=C(O)CN1C(=O)CN=C(c2ccccn2)c2cc(Cl)ccc21	-6.8%	14.0	1.7%	-3.7%	50.2%[activator]	17.6	2.2%
CN1CCN(CCCNC(=O)c2cn(C)c3ccc(S(=O)(=O)N(C)C)cc3c2=O)CC1	-4.0%	2.4	.	2.1%	?	-0.6	-2.8%
CCOc1ccc(S(=O)(=O)NC2=NCCCCC2)cc1	-6.0%	.	?	.	-25.3%	.	-7.2%
CCOc1ccc(NC(=O)Nc2ccon2)cc1	-15.9%	57.5*	115.0%[activator]	1.2%	18.7%	38.6*	-1.5%
CCN(CC)c1ccc(N=Cc2c(O)n(Cc3ccco3)c(=O)[nH]c2=O)cc1	-27.2%	-2.4	11.7µM*	4.8%	?	0.6	-2.2%
CCOc1cc(C=O)cc(Cl)c1OCC(N)=O	-11.7%	-3.1	16.9%[5.75 µM]	-0.6%	25.7%	6.9	1.3%
O=C(CCN1C(=O)c2cccc([N+](=O)[O-])c2C1=O)Nc1nccs1	-33.7%	-2.6	-2.3%	1.1%	110.0%[activator]	-4.9	-2.6%
COc1cc2c(cc1OC)-c1cc(Nc3ccc(F)cc3)nc(=O)n1CC2	-33.8%	-3.1	2.08µM*	-1.5%	1.17µM*	-1.7	-10.9%
Cc1cc(C(=O)NCc2ccco2)on1	-22.3%	-4.1	.	2.0%	?	-1.3	-1.7%
Cc1ccc(SCC(=O)OCC(=O)N(C)CC(=O)Nc2ccccc2Cl)cc1	12.9%	.	-19.1%	.	30.9%[activator]	.	-1.6%
COc1ccc(NC2(c3ccc(Cl)cc3)C(=O)c3ccccc3C2=O)cc1	-35.3%	31.5	-7.7%	-0.8%	23.8%	10.7	-10.0%
CCOc1ccccc1CNCCN1CCOCC1	-8.7%	-12.0	-0.4%	1.6%	26.9%	-2.4	-10.1%
Cc1ccc(C)c(C(=O)CSc2nnc(C)s2)c1	-6.2%	44.6	17.2%	2.6%	-18.6%[5.75 µM]	12.0	-2.5%
CCOC(=O)c1cc(C#N)c(Oc2cccc(C(F)(F)F)c2)nc1-c1ccccc1	-12.6%	24.7	13.1µM*	2.5%	?	0.2	-9.9%
CCOC(=O)N1CCN(CCC(=O)Nc2ccc(Br)c(C)c2)CC1	130.3%[activator]	-12.4	-11.6%	-3.0%	20.8%	-2.6	4.1%
Cc1ccc(CNC(=O)CN2C(=O)COc3ccc(S(=O)(=O)N4CCCCC4)cc32)o1	-18.8%	10.1	6.5%	5.7%	-15.6%	8.8	-1.9%
COc1ccc(C=C2C(=O)OC(C)(C)OC2=O)cc1OC	-7.9%	-8.6	-0.1%	-7.4%	?	-2.5	-22.8%
O=C(c1ccc(F)cc1)n1cc(C(=S)N2CCOCC2)c2ccccc21	14.3%	-2.3	6.2%	1.0%	12.9%	7.2	-7.4%
CCN(CC(=O)NCc1ccco1)S(=O)(=O)c1ccc(OC)cc1	-4.1%	.	?	.	-2.6%	.	2.4%
CCN(C1CCS(=O)(=O)C1)S(=O)(=O)c1ccc(OC)c(OC)c1 (stereo not given)	-0.8%	.	14.3%	.	35.3%[activator]	.	-4.7%
O=C(NC1CCCC1)c1cc(-c2ccc(Cl)cc2Cl)on1	-10.3%	104.8*	69.0%[activator]	-4.5%	-20.3%	44.1*	-0.5%
CCCCC(CC)CN=C(N)NC(N)=NCCCCCCN=C(N)NC(N)=NCC(CC)CCCC (stereo not given)	206.7%[activator]	.	0.233µM*	.	0.0657µM*!	.	5.4%&0.0%
Cc1nnc(N2C(=O)c3cccc4c([N+](=O)[O-])ccc(c34)C2=O)s1	-13.9%	41.4	-5.5%	4.7%	-32.3%	1.3	2.9%
O=C(O)c1cccc(N/N=C/C2=C(Cl)c3cc(Cl)ccc3SC2)c1	-22.8%	129.0*	.	12.9%	8.28µM*	65.0*	0.9%
O=C1NC(=O)C(CCc2ccccn2)(Cc2cccc(Cl)c2Cl)C(=O)N1c1ccc(Br)cc1 (stereo not given)	?	-10.1	?	0.9%	30.6%[activator]	-1.5	-4.5%
O=C(OCC(=O)N1CCCC1=O)c1ccc(F)c(S(=O)(=O)N2CCOCC2)c1	11.1%	-7.9	-10.7%	0.9%	-24.0%	4.2	-0.8%
CCS(=O)(=O)N1CCCC(C(=O)NCc2ccc(C)cc2)C1 (stereo not given)	-2.9%	-5.1	-10.9%	2.0%	?	-2.5	-4.3%
Cc1ccc2[nH]c3c(c2c1)CN(C)CC3	-26.3%	-1.8	-9.7%	-2.6%	3.4%	-6.4	-2.4%
Cc1nnc(NC(=O)C2COc3ccccc3O2)s1 (stereo not given)	-14.6%	98.8*	184.7%[activator]	-27.0%	.	14.8	-1.5%
O=C1CC(N2CCSCC2)C(=O)N1CCc1ccccc1 (stereo not given)	-14.4%	-13.2	11.5%	-4.5%	.	1.0	-0.8%
C1CCN2C[C@@H]3C[C@@H](CN4CCCC[C@H]34)[C@H]2C1	.	.	?	.	-4.7%[12.8 µM]	.	8.3%[33.2 µM]
Cn1c(Cc2ccccc2)n[nH]c1=S	-1.9%	-6.4	-4.1%	1.0%	-35.7%	-3.1	0.0%
COc1ccccc1N(CC(=O)N(C)Cc1ccccc1)S(=O)(=O)c1cccs1	-6.1%	.	?	.	?	.	-7.4%
CCOc1cc(/C=C2/NC(=S)NC2=O)ccc1OCc1ccc([N+](=O)[O-])cc1	-13.2%	-5.5	?	-3.1%	?	-0.5	-8.7%
C=C(C)CSc1nc(N)c2c(C)c(C)sc2n1	-28.4%	47.7	23.4%	1.0%	.	18.9*	2.5%
COc1ccc(Cl)cc1Nc1nc(C)cc(C)c1C(N)=O	-10.1%	-28.7	54.0%[activator]	0.9%	9.8%	-1.6	-8.9%
CCCCCNC(=O)CCCCn1c(=O)[nH]c2cc(OCC)c(OCC)cc2c1=O	-11.9%	-10.3	-0.2%	-6.6%	-29.9%	-5.2	-4.3%
CC(C)(C)c1ccc(C(=O)N2CCN(S(=O)(=O)c3ccc(Br)s3)CC2)cc1	-17.0%	.	6.57µM*	.	10.4µM*	.	-1.9%
O=C(CCC1COc2ccccc2O1)Nc1cccnc1 (stereo not given)	?	8.1	-11.9%	7.0%	?	1.0	5.9%
Cc1ccc(C(=O)Nc2c(C)cc(-c3ccccc3)oc2=O)cc1	-29.9%	-15.0	-28.5%	-0.7%	-49.5%[5.75 µM]	-2.1	-20.0%
Cc1cc(C(=O)NCCCN(C)C)c2ccccc2n1	-8.4%	8.8	20.1%	8.1%	25.1%	-3.0	4.9%
CN(CC(=O)Nc1ccccc1Cl)C(=O)CSC(=S)N1CCCC1	-13.6%	.	?	.	9.5%	.	4.9%
CCCCC(=O)Nc1ccc(C(=O)NCCN2CCOCC2)cc1	-8.2%	-5.1	24.5%	-15.5%	-20.9%	1.0	-2.9%
CN(C)C(=O)COc1ccc(C(=O)/C=C/c2cccnc2)cc1	-3.4%	-1.7	-26.2%	6.5%	?	7.4	-0.3%
O=C(CCn1cccc1)NCc1ccccc1	-15.8%	6.2	33.9%[activator]	-3.3%	8.28µM*	15.8	2.0%
Cc1csc(CNC(=O)C2CCC(=O)N(CCCc3ccccc3)C2)n1 (stereo not given)	-0.2%	-6.2	9.7%	2.8%	?	-3.5	3.7%
CCc1ccc(C(=O)NNC(=O)C2CC(=O)N(c3ccc4c(c3)OCCO4)C2)cc1 (stereo not given)	-18.4%	.	-29.9%	.	-56.8%	.	-1.8%
CCCN(CCC)CCCNC(=O)c1cn(CCOC)c(=O)c2c1c1ccccc1n2C	70.3%[activator]	25.2	22.1%	0.0%	68.4%[activator]	-1.6	1.0%
Cc1ccc(-n2ccc(=O)c(C(=O)Nc3ccc(S(=O)(=O)Nc4nccc(C)n4)cc3)n2)cc1	-11.5%	-3.8	3.4%	-3.1%	9.9%	-2.2	6.5%
O=C1c2cc(S(=O)(=O)NCCCO)ccc2-c2ccc(S(=O)(=O)NCCCO)cc21	-2.8%	-22.4	-9.3%	-11.8%	.	-6.2	3.7%
CCOc1ccccc1CN1CCN(Cc2cccc3nonc23)CC1CCO (stereo not given)	-40.3%	26.1	-15.5%	4.0%	?	-0.7	0.8%
CCOC(=O)C1=C(C)NC(=S)NC1c1ccc(-c2ccc(Cl)cc2)o1 (stereo not given)	-53.6%	16.5	?	0.7%	7.38µM*	1.0	8.6%
Cc1cc(=O)oc2c(C)c(OCC(=O)N3CCC(C(=O)O)CC3)ccc12	-9.7%	8.1	3.8%	-10.2%	41.3%[activator]	-2.0	1.3%
CCOC(=O)c1c(CN(C)C)n(-c2ccccc2)c2cc(Br)c(OC)cc12	170.6%[activator]	9.0	?	2.5%	13.6%	-1.9	33.9%[activator]

Pulled one by one from the entries so far:
compound	AmpC no deterg	Shiga toxin inh	Pf growth 48h	LmPK inhibitor	Pf growth 96h	CHX counter	Tb PYK inh
CCOC(=O)c1c(CN(C)C)n(-c2ccccc2)c2cc(Br)c(OC)cc12	170.6%[activator]	9.0	?	2.5%	13.6%	-1.9	33.9%[activator]
COc1ccc(Cl)cc1Nc1nc(C)cc(C)c1C(N)=O	-10.1%	-28.7	54.0%[activator]	0.9%	9.8%	-1.6	-8.9%
